CDK5 inh – CDK5/p35 (human) kinase inhibition; Q00535+Q15078; Recombinant CDK5/p35, ADP-Glo luminescence, 60 min; inhibition, % at 10 µM; 0.01% of 330,000 active; AID 488839;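 active means highest replicate inhibition of at least 50% and at least 75% of replicates reaching 50%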;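 further: plate controls were DMSO neutral control for no effect and GW8510 at 10 µM for full effect; many of its hits are not listed in these tables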
Target sequence (Q00535 whole entry, looked up): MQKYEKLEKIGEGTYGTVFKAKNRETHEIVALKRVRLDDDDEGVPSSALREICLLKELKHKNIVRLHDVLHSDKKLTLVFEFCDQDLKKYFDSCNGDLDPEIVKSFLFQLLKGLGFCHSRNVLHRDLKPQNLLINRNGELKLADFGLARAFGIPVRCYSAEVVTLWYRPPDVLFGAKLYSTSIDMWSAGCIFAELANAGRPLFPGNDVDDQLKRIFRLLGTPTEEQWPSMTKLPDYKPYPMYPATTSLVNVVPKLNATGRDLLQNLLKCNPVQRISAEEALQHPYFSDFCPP
Target sequence (Q15078 whole entry, looked up): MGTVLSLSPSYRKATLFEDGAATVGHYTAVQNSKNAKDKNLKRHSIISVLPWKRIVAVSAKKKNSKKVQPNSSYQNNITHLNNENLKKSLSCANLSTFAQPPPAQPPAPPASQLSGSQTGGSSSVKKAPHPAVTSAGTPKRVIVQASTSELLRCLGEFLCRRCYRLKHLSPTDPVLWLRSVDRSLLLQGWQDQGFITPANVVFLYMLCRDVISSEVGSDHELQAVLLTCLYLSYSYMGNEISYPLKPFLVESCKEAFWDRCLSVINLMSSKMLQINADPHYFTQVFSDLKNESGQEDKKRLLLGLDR
PvdQ acylase – P. aeruginosa PvdQ acylase inhibition; inhibition, % at 10 µM; 0.063% of 340,000 active; AID 488965; purified PvdQ acylase, fluorescence plate reader; in the data active means inhibition above about 30%, passing the limit was not always enough;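 further: 0% = vehicle neutral wells and 100% = reference inhibitor wells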
PfHsp90 set2 – reduces growth (ATP signal) of yeast expressing P. falciparum Hsp90. inhibition, % at 9.4 µM. S. cerevisiae expressing PfHsp90, BacTiter-Glo ATP, 48 h; yeast lacking PDR1 and PDR3 efflux regulators. 0.32% of 310,000 active;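 active means every replicate shows inhibition above about 80%, whatever the replicate mean, limit read from the data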;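 further: 0% = DMSO neutral controls and 100% = 20 µM radicicol positive controls; yeast relying on Plasmodium falciparum Hsp90 in place of its own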
dFosB activator – enhances mouse delta FosB homodimer DNA binding | P13346 | purified delta FosB, TAMRA-CDK5 oligo fluorescence polarization; percent of positive-control signal above neutral wells | activation, % at 25 µM | 0.99% of 340,000 active | AID 493131;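 active means mean activation above about 17%, with every replicate also reaching it, limit read from the data, passing the limit was not always enough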;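 further: fluorescence polarization rise as delta FosB binds a TAMRA Cdk5 AP-1 oligo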
Target sequence (P13346 whole entry, looked up): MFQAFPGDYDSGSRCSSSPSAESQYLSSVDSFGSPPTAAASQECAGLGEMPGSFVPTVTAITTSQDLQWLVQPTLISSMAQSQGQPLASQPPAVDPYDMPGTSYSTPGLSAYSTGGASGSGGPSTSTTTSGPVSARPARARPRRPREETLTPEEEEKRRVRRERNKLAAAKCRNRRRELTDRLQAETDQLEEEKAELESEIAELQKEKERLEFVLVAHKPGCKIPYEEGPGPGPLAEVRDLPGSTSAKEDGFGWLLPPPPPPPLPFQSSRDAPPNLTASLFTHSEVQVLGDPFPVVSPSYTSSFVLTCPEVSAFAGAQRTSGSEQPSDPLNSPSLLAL
NSD2 HMT inh – blocks human histone methyltransferase NSD2. O96028. NSD2 peptide methylation, AlphaScreen, 120 min. inhibition, % at 12.5 µM. 0.54% of 310,000 active. AID 743445; in the data active means inhibition above about 50%
RTF Ca sens act – cardiac RTF calcium sensitization. P19429+P45379. IANBD-labeled TnC RTF fluorescence at EC20 calcium; 0% EC20 calcium, 100% full calcium. activation, % at 7.2 µM. 0.24% of 340,000 active;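 active means activation above the mean over all tested compounds plus 3 SD, cut at about 30% in these data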;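 further: rise in fluorescence read as greater calcium sensitivity of cardiac thin filaments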
SUMO Mot1 rescue – inhibitors of SUMOylation pathway: yeast Mot1-301 growth rescue; AID 2716; growth rescue, % at 18.8 µM; 1% of 320,000 active; S. cerevisiae Mot1-301 growth rescue, ATP luminescence, 38.5C; percent above DMSO median, 100 means doubled;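 active means every valid replicate shows activation above 250% relative to neutral control wells; inactive means the rest, any valid replicate at or below 250%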;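 further: OY570 slx delta 5 strain wells were the positive control but not used for scaling; some compounds called inactive have numbers as strong as hits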
RTF Ca sens inh – cardiac RTF calcium desensitization; 0.12% of 340,000 active; IANBD-labeled cardiac RTF, Ca2+ fluorescence; P19429+P45379; inhibition, % at 7.15 µM;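 active means inhibition above the mean inhibition of all tested compounds plus 3 SD, cut at about 17% in these data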;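 further: assay run at fixed EC70 calcium of 1.6 mM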
Rtt109 Vps75 – C. albicans Rtt109 histone acetyltransferase inhibition; Q5AAJ8; purified Rtt109/Vps75, ThioGlo CoA-SH fluorescence, 4 h; inhibition, % at 34.9 µM; 0.16% of 330,000 active;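 active means inhibition of at least 50% in every replicate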
Keap1 Nrf2 FP – Keap1-Nrf2 (human) interaction inhibition | Q14145 | Keap1 Kelch-Nrf2 peptide fluorescence polarization, 1536-well | inhibition, % at 9.4 µM | 0.15% of 340,000 active | AID 504523; in the data active means inhibition above about 12%;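 further: human Keap1 Kelch domain with fluorescein labeled Nrf2 9mer peptide probe; 0% = neutral control wells and 100% = peptide positive control; higher means more block of Keap1 binding to Nrf2 peptide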
LANA DNA inh – blocks KSHV LANA C-terminal domain binding to DNA; inhibition, % at 9 µM; 0.078% of 340,000 active; MBP-C-LANA/FAM-LBS DNA binding, fluorescence polarization;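 active means highest replicate inhibition at or above 60% at 9 µM, even if other replicates fall short; inactive means all replicates below 60% inhibition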;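 further: 0% = neutral control wells and 100% = 4 µM acridine orange control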
Active calls of the source: *; x = not tested or not shown.

Order of values – NSD2 HMT inh	PfHsp90 set2	Keap1 Nrf2 FP	PvdQ acylase	RTF Ca sens inh	dFosB activator	LANA DNA inh	SUMO Mot1 rescue	CDK5 inh	Rtt109 Vps75	RTF Ca sens act
- CC[C@@]1(C(=O)OC)N[C@H](CN(C)C(=O)Nc2ccc(F)cc2)[C@@H]2C(=O)N(Cc3ccccc3)C(=O)[C@@H]21
 : x	-29	-2	-12	-8	-11	1.7	x	-0.2	0	4
- COCCN1CCn2c(nc3cc(NC(=O)Cn4nc(C)c5ccccc5c4=O)ccc32)C1
 : 5	-8	-3	-17	1	5	-0.4	-13	2.4	2	5
- O=S(=O)(Nn1c(O)c(C=C2N=c3ccccc3=N2)sc1=S)c1ccccc1
 : 19	6	-1	-5	2	-10	0.0	908*	-2.0	2	0
- N=C1C(c2nc3ccccc3c(=O)[nH]2)=C(O)CN1CCO
 : 1	-16	1	-11	2	-3	-4.7	308	-1.3	-1	-4
- CCCCn1c(=O)[nH]c(=O)c2c1nc(COc1ccc(C#N)cc1)n2CCC
 : -2	10	-2	-9	-5	-1	-1.0	404*	2.1	-2	-1
- CC(C)C(C(=O)NCc1ccco1)N(CC1CCCO1)C(=O)CNS(=O)(=O)c1ccc(F)cc1 (centres undefined)
 : 0	-8	-2	-11	3	-2	-0.9	53	2.5	-1	-1
- CC1(C)CC(=O)c2sc(NC(=O)CN3CCCCC3)nc2C1
 : 0	4	-2	-3	-1	2	0.7	779	-2.6	-1	3
- O=C(NCc1cccs1)C1CCC(CNS(=O)(=O)c2ccc(Br)s2)CC1 (centres undefined)
 : 1	-54	-1	-15	-7	2	-0.1	11	-0.2	-12	-1
- Cc1ccc(S(=O)(=O)N/N=C\c2cc([N+](=O)[O-])ccc2Cl)cc1
 : -1	-19	-1	-3	-8	4	0.9	192	-1.2	26	4
- Cc1nc(NC(=S)NC(=O)c2cncc(Br)c2)ccc1Br
 : -3	-9	-4	-16	-8	21*	0.6	-18	-1.1	-2	2
- CC(C)CNc1nc(N)c([N+](=O)[O-])c(N2CCCCCC2)n1
 : 12	4	10	9	-7	-9	0.0	-11	1.2	14	-3
- Cn1c(-c2ccccc2Br)n[nH]c1=S
 : -3	-7	-3	-21	-10	1	-0.6	14	1.3	-10	6
- CCC(c1nnnn1C(C)(C)C)N1CCN(c2cc(Cl)ccc2C)CC1 (centres undefined)
 : 1	-4	-1	1	-5	-2	-0.6	2	-1.2	19	4
- Cc1nc(SCc2ccccc2)c([N+](=O)[O-])[nH]1
 : -1	x	1	5	-29	0	-0.3	7	-0.3	-2	-4
- CC(=O)c1ccccc1NC(=O)CSc1nnc(Cc2csc(C)n2)o1
 : -1	14	-3	7	-12	-4	1.9	-22	0.5	-3	-3
- O=C(c1ccc(F)c(F)c1)N1CCCc2ccccc21
 : -5	3	1	7	-9	-3	-1.2	-20	1.3	-5	1
- CC(C)(Oc1ccc(Cl)cc1)C(=O)Nc1ccc(S(=O)(=O)Nc2ncccn2)cc1
 : 1	-3	4	-6	5	2	15	-4	1.7	4	-6
- CC(OC(=O)c1ccc2ncsc2c1)C(=O)NC1CCCCC1C (centres undefined)
 : 0	10	-7	2	-9	-3	0.6	-11	-0.3	-4	0
- Cc1ccc(CNC(=S)Nc2ccc(C)c([N+](=O)[O-])c2)cc1
 : 0	6	2	12	6	9	0.9	3	-0.7	-8	-6
- COc1cc2ccccc2cc1C(=O)OCC(=O)N1CCOCC1
 : -4	-4	1	-13	-10	1	-0.5	-18	4.2	-37	2
- CC(C)(C)C1CCC(C(=O)NNC(=O)c2ccncc2)CC1 (centres undefined)
 : -4	22	-1	-11	0	3	1.5	-14	0.5	-5	-2
- O=C(Nc1ccc(OC(F)F)c(Cl)c1)c1cccc(OC(F)F)c1
 : -4	6	-3	-10	-7	-10	-1.8	2	2.1	10	-3
- Cc1cccc(N2C(=O)C(O)=C(C(=O)c3cccs3)C2c2ccccc2)n1 (centres undefined)
 : 3	0	-1	-13	-8	4	-0.3	3	-0.9	10	6
- CCc1nnc(NC(=O)C2CC(=O)N(C3CCCC3)C2)s1 (centres undefined)
 : 2	-25	-8	-4	-10	-5	0.7	-7	-1.8	6	6
- CC(C)CCNC(=O)c1cc(-c2ccco2)nc2ccccc12
 : -2	8	1	3	4	-5	-0.8	-25	-0.5	-4	9
- CC1(C)Cc2c(sc3nc(SCC(=O)NCc4ccco4)n(-c4ccccc4)c(=O)c23)CS1
 : -1	-2	-3	13	-7	2	0.2	-5	-0.3	-1	-4
- Cc1cccc(C)c1NC(=O)c1sccc1SCC#N
 : -4	8	0	-9	-5	5	-2.0	0	0.4	-1	1
- CC(C(=O)NC1=NCCS1)(C(F)(F)F)C(F)(F)F
 : -1	2	0	1	1	-7	3.4	23	-0.4	3	-3
- O=C1C=C(c2ccc(-c3ccccc3)c(F)c2)C[C@@H](c2ccc(F)cc2)C1
 : x	-3	-7	-4	2	-3	1.1	-3	0.5	0	-1
- COc1ccc(C)cc1-n1c(=O)c2ccccc2c2ccccc2c1=O
 : 3	-36	-3	-14	-6	-8	-0.8	x	-2.9	-2	0
- CC(=O)c1cccc(NC(=O)N2CCC(c3nnc(SCC(N)=O)n3C)CC2)c1
 : 4	-27	-3	-8	-3	6	1.0	x	-0.8	-2	8
- N#Cc1nc(-c2ccccc2)oc1N1CCCCC1
 : -4	x	-2	3	-2	-3	0.6	-3	-1.7	-7	1
- CC(C)NC(=O)COC(=O)c1ccc(Cl)c(S(=O)(=O)N2CCCC2)c1
 : 0	0	2	-9	-7	0	2.0	-7	0.3	-10	2
- Cc1ncc(CO)c(/C=N/Nc2cccc(Cl)n2)c1O
 : 1	1	1	-16	-8	3	1.8	10	0.9	1	10
- COc1ccccc1CNS(=O)(=O)c1cc(C)ccc1OC
 : 2	x	-3	-17	-11	-6	0.1	-1	0.1	-6	-1
- Cc1c(C(=O)Nc2ccccn2)oc2ccccc12
 : -2	-16	0	0	-4	-24	0.2	16	-0.7	1	1
- COc1ccccc1Nc1nc(NCCCCO)nc(N2CCCC2)n1
 : x	3	-2	1	5	-7	3.3	-2	0.6	11	6
- COc1cc(C(c2c(C)[nH][nH]c2=O)c2c(C)[nH][nH]c2=O)cc([N+](=O)[O-])c1O
 : -5	-31	-2	-3	-8	-3	1.5	8	1.0	1	-1
- O=S(=O)(Nc1nccs1)c1ccc(NS(=O)(=O)c2c(F)cc(F)c(Cl)c2F)cc1
 : 4	x	5	-6	-3	-4	3.1	3	0.8	-2	-4
- C=CCNCC(=O)Nc1ccccc1SCC(=O)Nc1ccsc1C(=O)OC
 : 0	6	0	-2	-7	-5	-0.3	-4	0.0	2	-1
- Cc1ccc(NC(=O)CSc2ccc(-c3ccc(-n4cccn4)cc3)nn2)c(C)c1
 : 0	-17	-2	-11	7	-1	1.2	14	-0.2	-2	-3
- O=C1C=C(c2cc3ccccc3s2)CCC1
 : x	10	4	5	-19	-4	-3.3	-7	-2.8	13	-3
- COC(=O)CCC(=O)NC(=S)Nc1ccc(S(=O)(=O)Nc2cc(OC)nc(OC)n2)cc1
 : -2	-27	-5	-5	-10	-3	1.1	-2	-2.3	3	3
- CC(=O)NC(C)c1ccc(Cl)c(Cl)c1 (centres undefined)
 : 1	1	1	-7	0	0	-1.1	1	-6.1	2	2
- COc1ccc(N(C(=O)COc2ccccc2)C2C=CS(=O)(=O)C2)cc1 (centres undefined)
 : -1	-1	-3	-3	-6	3	1.3	17	0.6	0	0
- O=C(Nc1ccc(F)cc1)OCCOc1ccc(Br)cc1
 : -1	11	-4	-12	3	-4	2.0	-18	-0.7	3	-5
- COc1ccccc1N(CC(=O)N1CCc2ccccc2C1)S(C)(=O)=O
 : -5	-16	4	-1	0	-1	1.0	3	0.1	-8	1
- Cc1ccc(C2=N/C(=C\N3CCCCC3)C(=O)O2)cc1
 : 10	x	3	6	-4	-11	-0.1	-8	-1.3	1	1
- COc1ccc(N=c2oc3cc(O)ccc3cc2C(=O)Nc2ccccn2)cc1OC
 : 1	5	-2	3	13	-16	3.1	-8	0.7	3	0
- O=C1CCC(C(=O)OCC(=O)Nc2ccc(Cl)cc2C(F)(F)F)=NN1
 : -9	-1	-1	-13	0	-1	0.5	-5	-1.7	-17	-2
- CCc1ccc(S(=O)(=O)Nc2ccc(-c3ccc4nncn4n3)cc2)s1
 : 1	x	4	-16	-15	-12	0.9	-19	-0.6	-5	1
- CCOc1cc(/C=N/NC(=O)OC)ccc1OCCSc1ccc(Cl)cc1
 : 0	-3	-4	-11	-7	-2	-0.3	-5	-4.7	3	-6
- COC(=O)c1sc2cc(C(F)(F)F)cnc2c1-c1ccccn1
 : 1	12	-4	27	5	2	-1.3	1	5.2	2	4
- CCC(=O)N1CCC(NC(=O)Nc2ccc(OC(F)(F)F)cc2)CC1
 : x	-23	0	-3	-13	3	-0.7	9	0.3	-4	-3
- N#CCN1C(=S)N=C(Nc2cccc(Cl)c2)C12CCCCC2
 : x	5	-3	-15	-6	3	-1.1	-5	-1.3	-1	-3
- COc1ccc(-c2cc(C(=O)N3CCCCCC3)c3ccccc3n2)cc1
 : -2	3	-4	-12	-19	-5	0.8	x	-8.4	-1	-2
- COc1cc(NC(=O)COC(=O)Cc2ccsc2)cc(OC)c1
 : -2	-16	-1	-12	-15	-10	1.0	-8	-0.6	2	0

Source: PubChem (several laboratories)
